MIN6 prolif = inducers of MIN6 beta-cell proliferation, primary screen, ATP luminescence, uHTS | MIN6 cells proliferation, ATPlite luminescence, 48 h; cells starved in 0.2% serum; 100% = growth in 10% serum | proliferation, % at 10 µM | 330,000 compounds, 0.29% hits;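 active = compounds whose signal lies at least 3.5 SD above the mean of all wells on their plate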;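 also: 0% = DMSO-treated cells in low-serum medium and 100% = 10% serum control; some compounds called inactive have numbers as strong as hits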
hIAP block = human IAP inhibitors, primary screen, biochemical, luminescence, uHTS; Intestinal-type alkaline phosphatase (Homo sapiens), P09923; purified IAP, CDP-Star luminescence, 30 min; inhibition, % at 10 µM; 330,000 compounds, 0.12% hits; AID 2544, 2010;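 active = inhibition reaching a set limit with compound at 10 µM in the primary screen, cut at about 35% in these data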;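 also: plate controls were DMSO wells with enzyme for no effect and no-enzyme buffer wells for full effect; values of inactives mirror those of a sister screen read the other way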
APOBEC3G inh = APOBEC3G DNA deaminase inhibitors, primary screen, biochemical, fluorescence, single-stranded DNA substrate, uHTS. DNA dC->dU-editing enzyme APOBEC-3G (Homo sapiens), Q9HC16. 330,000 compounds, 0.28% hits. inhibition, % at 20 µM. recombinant A3G, ssDNA deamination FAM/TAMRA fluorescence;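 active = inhibition of at least 40% at 20 µM, with no more than 30% in the related APOBEC3A deaminase screen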;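 also: plate controls were DMSO wells with A3G for no effect and wells lacking A3G enzyme for full effect; some compounds called inactive have numbers as strong as hits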
Target sequence (Q9HC16 whole entry, looked up): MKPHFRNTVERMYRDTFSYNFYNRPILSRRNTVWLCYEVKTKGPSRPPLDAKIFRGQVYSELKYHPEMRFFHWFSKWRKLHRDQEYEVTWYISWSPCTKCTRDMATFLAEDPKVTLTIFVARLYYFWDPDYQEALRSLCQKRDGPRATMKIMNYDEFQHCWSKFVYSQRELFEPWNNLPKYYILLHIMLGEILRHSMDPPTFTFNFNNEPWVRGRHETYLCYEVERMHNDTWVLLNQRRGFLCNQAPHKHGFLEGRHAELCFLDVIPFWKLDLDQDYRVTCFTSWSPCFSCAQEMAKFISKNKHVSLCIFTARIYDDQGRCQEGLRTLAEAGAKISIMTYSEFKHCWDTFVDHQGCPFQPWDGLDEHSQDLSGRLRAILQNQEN
GRIN3A LBD mod = binders of NR3A ligand-binding domain, primary screen, biophysical, differential scanning fluorimetry, uHTS; Glutamate receptor ionotropic, NMDA 3A (GRIN3A) ligand-binding domain; NR3A LBD differential scanning fluorimetry, Tm shift; 0% = protein alone, 100% = glycine-bound protein; Tm shift relative to glycine control, % at 25 µM; 340,000 compounds, 2.5% hits;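 active = melting temperature shift of at least 10% of the positive control shift, at one fixed dose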
hIAP activ = human IAP activators, primary screen, biochemical, luminescence, uHTS | Intestinal-type alkaline phosphatase (Homo sapiens), P09923 | purified human IAP, CDP-Star luminescence, 30 min; hits give high values; 1 = vehicle-only enzyme, 0 = enzyme-free background | activation factor at 10 µM | 330,000 compounds, 0.16% hits | AID 2524, 2010;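 active = activation factor of the enzyme at least 2-fold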; also: the source names both 10 and 20 µM as test concentration; values of inactives mirror those of a sister screen read the other way
mIAP inh = inhibitors of mouse IAP, primary screen, biochemical, luminescence, uHTS | intestinal alkaline phosphatase [Mus musculus] | purified mouse IAP, CDP-Star luminescence, 30 min | inhibition, % at 10 µM | 330,000 compounds, 0.2% hits | AID 2806, 2010;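 active = inhibition of at least 40% at 10 µM in the primary screen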;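 also: plate controls were DMSO with enzyme for no effect and no enzyme wells for full effect; values of inactives mirror those of a sister screen read the other way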
MPTP inh = mitochondrial permeability transition pore inhibitors, primary screen, biochemical, isolated mouse mitochondria, absorbance. inhibition, % at 10 µM. 360,000 compounds, 1.4% hits. Ca2+ swelling absorbance, 30 min;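 active = inhibition of 50% or more, scaled per plate between neutral and stimulator controls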;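 also: 0% = DMSO wells given calcium and 100% = 1 mM EGTA wells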
APOBEC3A inh = APOBEC3A ssDNA deaminase inhibitors, primary screen, selectivity assay for APOBEC3G inhibitor project, biochemical, FAM/TAMRA oligo cleavage fluorescence. AID 493011, 2011. DNA dC->dU-editing enzyme APOBEC-3A (Homo sapiens), P31941. 330,000 compounds, 0.41% hits. inhibition, % at 20 µM. recombinant A3A, FAM/TAMRA ssDNA deamination fluorescence;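 active = at least 40% inhibition at 20 µM here, with at most 30% in a related deaminase screen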;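 also: plate controls were A3A with DMSO for no effect and wells lacking A3A enzyme for full effect; some results filed as inactive read as strong as hits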
Target sequence (P31941 whole entry, looked up): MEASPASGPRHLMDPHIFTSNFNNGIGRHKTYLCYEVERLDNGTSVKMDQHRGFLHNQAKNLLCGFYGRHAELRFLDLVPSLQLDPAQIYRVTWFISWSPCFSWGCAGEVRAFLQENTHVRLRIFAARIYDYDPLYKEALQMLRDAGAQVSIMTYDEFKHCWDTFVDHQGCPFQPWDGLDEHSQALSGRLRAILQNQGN
mIAP act = activators of mouse IAP, primary screen, biochemical, luminescence, uHTS; intestinal alkaline phosphatase [Mus musculus]; 330,000 compounds, 0.24% hits; muIAP, CDP-Star luminescence, 30 min; hits give high values; 1 = vehicle-only enzyme signal, 0 = enzyme-free wells; activation factor at 10 µM;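 active = activation factor of at least 2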; also: the source names both 10 and 20 µM as test concentration; values of inactives mirror those of a sister screen read the other way
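also added = chemiluminescent substrate CDP-Star | test system = mouse IAP enzyme | signal = chemiluminescence readout | compound = DMSO-dissolved test compounds | incubation = 30 min at room temperature | benchmarks = DMSO wells, no-enzyme wells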
Starred values were filed as active, the others as inactive; / = no result given.

SMILES	MIN6 prolif	hIAP block	APOBEC3G inh	GRIN3A LBD mod	hIAP activ	mIAP inh	MPTP inh	APOBEC3A inh	mIAP act
C=CCn1c(=NC(=O)c2ccco2)sc2cc(C(=O)OCC)ccc21	-1	7	-2	0	0.93	6	1.4	1	0.94
Cc1cccc(C(C)(C)C)c1OCCn1ccnc1	-5	-14	-7	-2	1.1	-6	0.9	-5	1.1
Cc1ccc(-n2c(-c3ccncc3)n[nH]c2=S)cc1	-2	10	37	-2	0.9	2	-0.7	-5	0.98
CN(C)CCn1c2c(c(SCC(=O)NCc3ccccc3)nc1=O)CCCC2	-1	5	-5	0	0.95	-6	-0.8	-2	1.1
O=S(=O)(NCc1ccc(F)cc1)c1ccc(-n2cnnn2)cc1	-2	3	-2	2	0.97	0	1.5	-2	1
CCN(CC)C(=O)n1nc(C)c(CN2C(=O)c3ccccc3C2=O)c1C	0	7	-3	2	0.93	-1	38	-3	1
COc1ccc(S(=O)(=O)N2CCCC2CNC(=O)c2cccc(OC)c2)cc1 (stereo not given)	0	-13	-10	0	1.1	-5	-0.5	-3	1
CC(NC(=O)C(=O)N/N=C\c1cccc([N+](=O)[O-])c1)c1ccccc1 (stereo not given)	5	2	-7	1	0.98	6	0.9	-2	0.94
O=S1(=O)CCN(OCc2ccc(Cl)cc2)CC1	-1	5	-9	-3	0.95	-4	0.0	-4	1
Cc1cc(-c2ccc(C)c(S(=O)(=O)N3CCN(c4ccc([N+](=O)[O-])cc4)CC3)c2)on1	-2	-2	-8	-2	1	14	0.9	-3	0.85
CCOC(=O)CSCc1c(C#N)c2ccccc2n1C	2	10	1	1	0.9	1	-0.8	-2	0.99
O=C(COc1ccccc1)N1CCCCCCC1	0	0	-18	5	1	-4	4.4	-3	1
COc1ccc(CCNC(=O)COC(=O)Cc2cccc3ccccc23)cc1	6	-23	-2	1	1.2	-2	1.1	-1	1
CC1Oc2ccccc2N(CC(=O)Nc2ccc3c(c2)OCO3)C1=O (stereo not given)	0	12	-6	0	0.88	-5	-2.8	-1	1
COc1ccccc1NC(=O)CC1Nc2ccccc2NC1=O (stereo not given)	2	10	-5	-3	0.9	5	1.8	0	0.95

Part of the list above, showing only GRIN3A LBD mod and hIAP activ.
| structure | GRIN3A LBD mod | hIAP activ |
| --- | --- | --- |
| CC(NC(=O)C(=O)N/N=C\c1cccc([N+](=O)[O-])c1)c1ccccc1 (stereo not given) | 1 | 0.98 |
| O=S1(=O)CCN(OCc2ccc(Cl)cc2)CC1 | -3 | 0.95 |
| Cc1cc(-c2ccc(C)c(S(=O)(=O)N3CCN(c4ccc([N+](=O)[O-])cc4)CC3)c2)on1 | -2 | 1 |
| CCOC(=O)CSCc1c(C#N)c2ccccc2n1C | 1 | 0.9 |

Following part:
SMILES	MIN6 prolif	hIAP block	APOBEC3G inh	GRIN3A LBD mod	hIAP activ	mIAP inh	MPTP inh	APOBEC3A inh	mIAP act
COc1cccc(C(C(=O)NCC2CCCO2)N(C(=O)Cn2nnc3ccccc32)c2ccc(NC(C)=O)cc2)c1 (stereo not given)	-1	-10	1	-2	1.1	0	0.9	-2	0.99
COc1cc(NS(=O)(=O)c2ccc(NC(=S)NC(=O)c3ccco3)cc2)ncn1	-2	7	-2	-2	0.93	-1	-3.4	-3	1
CCCc1nc(Nc2nc3ccccc3o2)nc(C)c1C(=O)OCC	-3	4	-3	-1	0.96	12	2.0	-2	0.88
Cc1c(N=C2NC(=O)/C(=C/c3cccc([N+](=O)[O-])c3)S2)c(=O)n(-c2ccccc2)n1C	-1	5	2	/	0.95	6	/	4	0.94
COCCOC(=O)c1c(C)n(C)c2ccc(OC(=O)c3ccccc3OC)cc12	-1	9	-5	2	0.91	-1	0.4	-1	1
COc1ccc(-c2noc(CCC(=O)N3CCN(c4ccccc4OC)CC3)n2)cc1	/	/	8	-2	/	-2	0.5	4	1
N/C(Cc1ccc([N+](=O)[O-])cc1)=N\OC(=O)c1ccc2ccccc2c1	-7	9	-1	-2	0.91	11	0.0	0	0.89
CCOC(=O)Nc1ccc(=O)n(Cc2c(Cl)cccc2Cl)c1	2	12	-1	2	0.88	2	0.3	1	0.98
COc1ccc(N2CCN(C(=O)C3CCCN(c4ncnc5c4nc4n5CCCCC4)C3)CC2)cc1 (stereo not given)	-2	-23	3	-4	1.2	-6	-0.4	-4	1.1
N#C/C(=C\c1ccccc1Cl)C(=O)Nc1ccccn1	-2	4	-5	2	0.96	-5	7.1	-2	1
CCn1ccnc1CN(C)Cc1nc(-c2cccc(Cl)c2)no1	4	-17	-1	-1	1.2	8	-0.5	3	0.92
O=C(CN1C(=O)CSCC1=O)NCc1ccc(F)cc1	-1	-13	-2	-1	1.1	-7	0.7	-1	1.1
CN1CCN(C(=O)/C(=C\c2cccs2)NC(=O)c2ccccc2)CC1	-2	-5	-10	-1	1	-3	-1.3	-4	1
O=C(Nc1cccc(Cl)c1)Nc1ccccc1C(=O)O	3	-20	-1	4	1.2	-5	2.6	-14	1
CC(C)(NC(=O)N1CCCC1)c1cccc(C(C)(C)NC(=O)N2CCCC2)c1	-1	-7	-7	1	1.1	1	0.2	-9	0.99
COc1cccc(CC(=O)Nc2nc3ccccc3[nH]2)c1	-1	-54	1	-1	1.5	-1	1.0	-2	1
CC(C)NC(=O)CN(c1cccc(Br)c1)S(C)(=O)=O	0	4	-12	-5	0.96	-13	-0.7	-2	1.1
COC(=O)c1ccc(OC)c(CN2CCCN(Cc3ccc(F)cc3)S2(=O)=O)c1	-2	-19	-4	0	1.2	7	1.0	-5	0.93
COc1cc(OC)cc(C(=O)N[C@H](C(=O)Nc2cc(F)ccc2C)C(C)C)c1	-5	-3	-5	0	1	2	0.7	-2	0.98
Cc1nc2sc(C(c3ccco3)N3CC(C)OC(C)C3)c(O)n2n1 (stereo not given)	-2	0	-8	0	1	6	0.8	-8	0.94
O=C(N/N=C/c1cccs1)c1cc(-c2ccc3ccccc3c2)n[nH]1	-4	-15	1	13*	1.1	0	2.6	3	1
Nc1nonc1-n1nnc(C(=O)N/N=C/c2cccnc2)c1-c1ccccc1	-1	-33	-4	1	1.3	-2	-0.8	-4	1
O=C(COC(=O)c1c(F)cccc1F)NCc1ccc2c(c1)OCO2	-4	1	-6	0	0.99	5	0.2	0	0.95
O=C(CSc1nnc(-c2cccs2)n1Cc1ccco1)Nc1ccc2c(c1)OCO2	0	-15	-9	0	1.2	6	-2.9	-3	0.94
O=C(OCc1ccc(Cl)c(Cl)c1)c1ccc[nH]1	1	10	-6	-9	0.9	-2	-0.3	3	1
O=C(CS(=O)(=O)Cc1ccccc1)Nc1ccc(S(=O)(=O)N2CCOCC2)cc1	-3	-5	1	-2	1.1	0	1.0	1	0.99
CCCCNS(=O)(=O)c1ccc2nc(-c3cccnc3)cc(C(=O)NCCCN(CC)CC)c2c1	1	13	-3	/	0.87	8	/	2	0.92
c1ccc(-c2ccccc2OCCCN2CCCC2)cc1	0	7	-3	1	0.93	4	0.8	0	0.96
Cc1ccc(CS(=O)Cc2ccc(C(=O)NC3CCCC(C)C3C)o2)cc1 (stereo not given)	3	1	-6	-1	0.99	12	-0.2	-3	0.88
C=C1CCC(O)C2(C)CCC3C(C)C(=O)OC3C12O (stereo not given)	3	23	2	-1	0.77	-3	-0.6	4	1
c1ccc(CCn2nnnc2C(c2cccnc2)N2CCN(c3nc4ccccc4s3)CC2)cc1 (stereo not given)	-4	-18	-4	-9	1.2	-7	1.1	0	1.1
O=C(Nc1cccnc1)c1ccc(CSc2ccccc2)cc1	2	0	11	-11	1	-3	-0.2	5	1
C=C(C)C1(O)OC(=O)C=C1OC (stereo not given)	6	-11	-4	-2	1.1	17	-0.2	0	0.83
O=C(Cc1ccc([N+](=O)[O-])cc1)N/N=C/c1ccc([N+](=O)[O-])o1	-2	-17	12	-2	1.2	30	0.3	9	0.7
COC(=O)CNC(=O)C(Cc1c[nH]c2ccccc12)NC(=O)Oc1ccccc1 (stereo not given)	-2	-7	-4	0	1.1	0	0.0	0	1
COc1ccc(CNC(=O)c2ccc(S(=O)(=O)N3CCOCC3)cc2)cc1	3	15	-11	2	0.85	-1	-1.7	-1	1
COc1ccc(CNC(=O)/C=C/c2cc([N+](=O)[O-])ccc2OC(F)F)cc1	-2	19	-3	-1	0.81	4	-1.0	0	0.96
O=[N+]([O-])c1ccc(NC(=S)N2CCc3ccccc3C2)cc1	0	-2	-4	-3	1	10	58*	1	0.9
CCOc1ccc(-n2cnnn2)cc1S(=O)(=O)NC1CC1	-2	31	15	0	0.69	9	-0.3	3	0.91
C=C(c1ccccc1O)n1ccnc1	-2	-7	-3	0	1.1	-4	-0.3	-6	1
Cc1ccc(C)n1-c1ccc(-c2nnco2)cc1	-1	-9	3	/	1.1	1	4.1	3	0.99
O=C(Nc1ccc2c(c1)OCO2)c1ccc(S(=O)(=O)NCC2CCCO2)cc1 (stereo not given)	0	-6	-7	3	1.1	-6	-2.2	-2	1.1
CCC(=O)c1ccc(SC(=O)N(C)C)cc1O	0	-4	0	-2	1	0	4.0	7	1
COc1cc(C(C)=O)ccc1OCC(=O)Nc1ccccc1N1CCCCC1	-5	-5	2	-2	1.1	9	-1.5	3	0.91
Cn1c(/C=C/N2CCOCC2)c(C(=O)c2ccc(Br)cc2)c(=O)n(C)c1=O	0	13	-4	-2	0.87	-7	0.6	-1	1.1
CC(Oc1ccc2c3c(c(=O)oc2c1)CCCC3)C(=O)NCc1ccncc1 (stereo not given)	3	-31	-5	0	1.3	6	-0.2	-3	0.94
CCN(C(=O)COC(=O)c1cc(OC)c(OC)cc1[N+](=O)[O-])C1CCS(=O)(=O)C1 (stereo not given)	-1	-7	-6	-1	1.1	-15	-0.6	1	1.1
CCOc1ccc(NC(=O)Nc2ccc(N(C)C(C)=O)cc2)cc1	-1	11	-3	-2	0.89	-16	0.8	-3	1.2
COc1ccccc1-c1nc2ccccc2c(=O)n1NC(=O)c1cccs1	-3	0	-4	-3	1	-1	0.8	5	1
C#CCn1c2ccccc2c2nc3ccccc3nc21	-3	-14	-5	-3	1.1	9	0.6	-1	0.91
C=CCNC(=S)N/N=C/c1ccc(C)s1	-4	-11	0	1	1.1	-1	1.1	1	1
COc1ccc(C(CNC(=O)COc2ccc(F)cc2Cl)N2CCCCC2)cc1 (stereo not given)	-4	-4	1	1	1	4	-1.7	3	0.96
CC(=O)c1cccc(NC(=O)c2ccc(N(Cc3ccc(C)cc3)S(C)(=O)=O)cc2)c1	0	9	-2	-6	0.91	5	-3.8	9	0.95
O=S(=O)(NCC(c1ccco1)N1CCN(c2ccccc2F)CC1)c1ccc2c(c1)OCCO2 (stereo not given)	-2	-8	3	-3	1.1	-5	-6.0	1	1
